From PubChem
GLP-1R agonist: activates the human GLP-1 receptor. P43220. HEK293 GLP-1R CRE-luciferase, luminescence, 4-6 h; cells express a hypersensitive GLP-1R form. Potency, µM (titrated, usually from 45.6 µM), for the others: at the highest dose activation, actives largely listed as activators. 0.007% of 380,000 active; note: potency is the fitted concentration of half-maximal effect; % of control where 0% means no effect
Target sequence (P43220 whole entry, looked up): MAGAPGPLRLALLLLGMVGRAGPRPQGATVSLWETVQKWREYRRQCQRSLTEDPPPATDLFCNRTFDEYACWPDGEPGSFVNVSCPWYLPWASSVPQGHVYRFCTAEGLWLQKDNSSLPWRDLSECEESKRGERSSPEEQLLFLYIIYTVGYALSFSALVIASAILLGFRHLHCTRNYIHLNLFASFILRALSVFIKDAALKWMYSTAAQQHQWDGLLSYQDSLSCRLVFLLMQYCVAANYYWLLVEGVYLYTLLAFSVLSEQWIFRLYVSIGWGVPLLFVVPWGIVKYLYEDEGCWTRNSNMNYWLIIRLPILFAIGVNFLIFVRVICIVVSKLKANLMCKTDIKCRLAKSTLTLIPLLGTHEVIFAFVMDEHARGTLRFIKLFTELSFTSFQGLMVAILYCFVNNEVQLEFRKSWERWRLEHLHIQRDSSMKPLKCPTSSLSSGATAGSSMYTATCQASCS
DRD3 antagonist: blocks the human D3 dopamine receptor; P35462; D3R cells, DiscoveRx beta-arrestin luminescence, antagonist mode; hits give low values; max response, negative = inhibition, %; 2.5% of 360,000 active; in the data active = max response below about -50%; inconclusive = no clear call, values can overlap the other calls; note: % is set by controls: 0 for no effect and ±100 for the full control effect; mostly tested at two doses, the higher about 12 µM
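Cells expressing the human receptor were seeded at 1500 cells/well, incubated overnight at 37 degrees C in 5% CO2, then exposed to library compounds with dopamine controls for 90 minutes at 37 degrees C before luminescent detection.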
PTHR1 ag: activates the human parathyroid hormone receptor PTHR1 | HEK293 GP2 PTHR1 cells, GloSensor cAMP luminescence, 1 h | Potency, µM (highest dose often 115 µM), without a hit: at the top dose activation, hits mostly activators | 0.075% of 410,000 active | AID 743266; note: potency is the fitted concentration of half-maximal effect; nearly all actives have a fitted effect of over 55% in size; some results filed as inactive show a strong effect at the top dose; inactives centre near -15; many of its hits are not listed in these tables
Target sequence (Q03431 whole entry, looked up): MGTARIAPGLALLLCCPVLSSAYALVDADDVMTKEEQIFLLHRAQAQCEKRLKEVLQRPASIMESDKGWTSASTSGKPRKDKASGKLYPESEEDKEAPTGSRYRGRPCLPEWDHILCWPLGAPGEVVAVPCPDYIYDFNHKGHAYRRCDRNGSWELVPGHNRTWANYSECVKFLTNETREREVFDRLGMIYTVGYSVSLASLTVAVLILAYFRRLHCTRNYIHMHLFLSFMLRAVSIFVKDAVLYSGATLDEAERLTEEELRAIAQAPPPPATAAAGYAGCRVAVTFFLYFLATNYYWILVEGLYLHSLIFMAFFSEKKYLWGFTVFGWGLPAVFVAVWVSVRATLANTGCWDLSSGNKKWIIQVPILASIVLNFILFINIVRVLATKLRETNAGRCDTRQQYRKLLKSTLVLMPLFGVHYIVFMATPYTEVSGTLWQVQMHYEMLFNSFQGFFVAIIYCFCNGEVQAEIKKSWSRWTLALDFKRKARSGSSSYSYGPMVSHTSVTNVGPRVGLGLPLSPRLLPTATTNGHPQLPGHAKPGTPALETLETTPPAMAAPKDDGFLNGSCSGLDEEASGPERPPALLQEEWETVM
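HEK-293-derived GP2 cells expressing PTHR1 and a GloSensor cAMP reporter, 3,000/well, plated overnight, given luciferin plus IBMX (each 0.5 mM as added) for 1 h at 37 °C, then compound for 1 h at 37 °C. Luminescence was read after 15 min at room temperature.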
D3 ag: D3 dopamine receptor (human) agonism | max activation, % | P35462 | 0.58% of 410,000 active | D3R DiscoveRx beta-arrestin cells, luminescence, 90 min; in the data active = max activation above about 30%; note: 0% is about no effect; mostly tested at two doses, the higher about 12 µM
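Cells at 1500/well, incubated overnight, then treated with pinned compounds (dopamine as control) for 90 min at 37 degrees C. DiscoveRx reagent added for 30 - 60 minutes at room temperature; luminescence read.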
aSyn yeast inh: alpha-synuclein toxicity inhibition in yeast | Yeast expressing alpha-synuclein, growth rescue, BacTiter-Glo, 24 h | Potency, µM (titrated, usually from 46.1 µM), for the others: top-dose growth rescue (activation), hits mostly activators | 0.14% of 370,000 active | AID 652106; note: potency is the fitted concentration of half-maximal effect; % of control where 0% means no effect; nearly all actives have a fitted effect of over 65% in size
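Galactose-induced alpha-syn yeast (OD600=0.02, raffinose-pregrown) + pinned cpd, 24 hr, 30 deg C; growth by BacTiter-Glo luminescence. Growth restoration scores as activation.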
GLP-1R inv ag: GLP-1 receptor (human) inverse agonism. AID 624417. Potency, µM (top dose mostly 38.3 µM), inactives show top-dose activity change, negative = inhibition, hits mostly inhibitors. HEK293 GLP-1R CRE-luciferase, luminescence, 24 h; GLP-1R form is constitutively active. 1.6% of 410,000 active. P43220; note: potency is the fitted concentration of half-maximal effect; % is set by controls: 0 for no effect and ±100 for the full control effect; nearly all actives have a fitted effect of over 55% in size
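Using stably transfected HEK293 (constitutively active GLP-1R, cAMP-luciferase reporter), compounds were incubated 24 hr and luciferase measured by luminescence.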
GLP1R cytotox: cytotoxicity in counter-screen for GLP-1R inverse agonists; 0.13% of 410,000 active; HEK293 cAMP-luciferase reporter cells, luminescence, 24 h; Potency, µM (highest dose often 38.3 µM), for inactives: at the top dose activity change, negative = inhibition, hits mostly inhibitors; AID 624418;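 note: loss of luciferase light is scored as toxicity; potency is the fitted concentration of half-maximal effect; % is set by controls: 0 for no effect and ±100 for the full control effect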
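Cells in DMEM/10% Nu serum/1% pen-strep, 1536-well format. Pre-incubated 12 h, dosed with 23 nL compound, incubated a further 24 h. Luciferase detection, 12 min at room temp, luminescence.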
TDP-43 yeast inh: TDP-43 toxicity inhibition in yeast; TDP-43 expressing yeast growth rescue, BacTiter-Glo, 24 h; Potency, µM (series often up to 46.1 µM), inactives show at the highest dose growth rescue (activation), most hits filed as activators; 1.8% of 410,000 active; note: potency is the fitted concentration of half-maximal effect; % of control where 0% means no effect; nearly all actives have a fitted effect of over 50% in size
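In this qHTS, compounds that restore growth of yeast expressing TDP-43 appear as activators. Cells (OD600=0.02, galactose medium, raffinose-pregrown) are incubated with compound 24 hr at 30 deg C and growth is quantified by BacTiter-Glo.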
KB-V1 cytotox: kills drug-selected multidrug resistant KB-V1 cells; KB-V1 MDR cells viability, CellTiter-Glo, 72 h; Potency, µM (highest dose often 46.1 µM), inactives show top-dose activity change, negative = cytotoxicity, actives largely listed as cytotoxic; 3.4% of 400,000 active; AID 1347076; note: potency is the fitted concentration of half-maximal effect; % is set by controls: 0 for no effect and ±100 for the full control effect; nearly all actives have a fitted effect of over 60% in size
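In this primary screen, KB-V1 cells overexpressing P-gp are incubated with library compounds (lowest to highest concentration) for 72 h at 37 degrees C before a luminescent ATP viability read.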
Numbers without * were called inactive; i = inactive; ? = inconclusive; nt = not tested or not shown; [ ] = dose if it differs, or a comment. Unless noted, calls come from the whole dose curve; as a rule, active = well fitted curve in the direction sought with a large enough effect; inconclusive = small, poorly fitted or top-dose-only effect, or another doubt; inactive = no such curve, though single readings can be large; an effect the other way counts as inactive or inconclusive.

SMILES	GLP-1R agonist	DRD3 antagonist	PTHR1 ag	D3 ag	aSyn yeast inh	GLP-1R inv ag	GLP1R cytotox	TDP-43 yeast inh	KB-V1 cytotox
COCCNC(=O)C(C)OC(=O)c1cc2occc2n1C (stereo not drawn)	14%	-12	?	-6	0%	5%	13%	-14%	16%
Cn1c(NC(=O)/C=C/c2c(F)cccc2Cl)cc(=O)n(C)c1=O	10%	0	i	1	-1%	14%[7.66 µM]	2%[7.66 µM]	-1%[9.22 µM]	-1%
COc1ccc(NC(=S)N(CCc2c(C)[nH]c3ccc(C)cc23)Cc2ccco2)cc1	1%	-9	-36%[inhibitor]	0	0%	?	-18%	19%	6%
O=C(Cn1c(=O)c(=O)n(Cc2ccccc2)c2ccc(Cl)cc21)Nc1ccc(F)cc1F	-2%	3	i	2	3%	0%	-6%	-3%	-28%
O=C(NC1CCCCCCC1)C1=COCCO1	-5%	-3	i	3	-5%	4%	-5%	5%	4%
COc1cccc(C2CC(=O)Nc3c2c(=O)[nH]c2ncnn32)c1 (stereo not drawn)	-2%	11	-3%	2	0%	-2%	1%	-5%	3%
O=C(CCCCn1c(=O)[nH]c2ccccc2c1=O)N1CCN(c2cccc(C(F)(F)F)c2)CC1	-11%	5	-34%[inhibitor]	8	8%	10µM*	?	19%	?
O=C(Nc1cc([N+](=O)[O-])ccc1C(=O)NCCN1CCOCC1)c1ccccc1	0%	8	0%	4	1%	-3%	-6%	6%	nt
Cc1ccc(NC(=O)C(NC2CCCc3ccccc32)c2ccccc2)c([N+](=O)[O-])c1 (stereo not drawn)	2%	?	i	-8	-13%	4µM*	7%	13%	?
O=C(c1ccc(-n2nc(C(F)(F)F)c3c2CCCC3)cc1)N1CCOCC1	4%	5	-3%	0	3%	-28%	-4%	?	9%
O=C(O)c1ccc2c(c1)ncn2-c1ccc(F)c(F)c1	1%	nt	-26%	-5	nt	6%	6%	4%	?
NC(=O)Cc1ccc(Nc2nnc(-c3ccccc3)c3ccccc23)cc1	12%	-16	-10%	-11	1%	-17%	-11%	-9%[0.397 µM]	14%
CC(=O)OCCCCCCCCCCC[N+]1(C)CCCCC1	22%	-6	-12%	-7	4%	-12%	22%	18%	?
Cc1cc(C)c2c(N)c(C(=O)N/N=C/c3cccnc3)sc2n1	8%	-9	-2%	2	0%	88%[activator]	3%	-12%	-22%
COc1ccc(-c2nn(-c3ccccc3)cc2/C=C/C(=O)N2CCN(c3ccccn3)CC2)cc1	6%	14	-59%[inhibitor]	5	-29%	?	1%	?	15µM*
C[C@@H](C(=O)NCc1ccc(S(C)(=O)=O)cc1)[C@H]1C[C@]1(C)[C@H](NC(=O)OCc1ccccc1)c1ccccc1	3%	-11	i	-2	-1%	?	7%	4%	2%
CN(c1ccccc1)S(=O)(=O)c1nnc(NC(=O)c2cccs2)s1	nt	nt	-21%	-19	nt	10%	-2%	12%	nt
O=C(CN(c1ccccc1)S(=O)(=O)c1ccc(F)cc1)NCc1cccs1	8%	12	-28%	1	6%	-12%	-9%	15%	-14%
Nc1ccc(-c2nc3c(ccc4ccccc43)[nH]2)cc1	14%	6	-24%	-5	1%	?	22%	11%	19%
O=C(Nc1ccc2c(c1)OCCO2)c1c(Cl)cccc1Cl	7%	-10	-4%	-1	1%	?	-15%	17%	4%
CC1CN(c2ccccc2)CCN1Cc1nc(Cc2ccccc2)no1 (stereo not drawn)	12%	6	-21%	13	0%	?	6%	0%	2%
CC(C)(C)c1ccc(OCC(=O)Nc2ccc3c4c(cccc24)C(=O)NC3=O)cc1	-2%	7	-9%	2	-3%	4%	59%[activator]	-16%	?
CCC(=O)N1CCc2cc(Br)cc(S(=O)(=O)CCC(=O)NCc3ccco3)c21	8%	6	i	-1	1%	-2%	1%	10%	-8%
COc1ccccc1NS(=O)(=O)c1cc(NC(=O)COc2ccccc2F)ccc1N1CCOCC1	-3%	3	9%	-7	-23%	4%	3%	-27%	4.6µM*
CCCCCCCCCCCCCCCC[N+](C)(C)Cc1ccc(F)cc1	0%	4	i	5	-60%[inhibitor]	-27%	-14%	-20%	7%
Cc1ccc(NC(=O)CSc2nc(=O)n(CCN3CCOCC3)c3c2CCCC3)cc1	-1%	16	i	3	-5%	4%	4%	15%	-29%
O=S(=O)(NCC(c1cccnc1)N1CCOCC1)c1cccs1 (stereo not drawn)	-4%	7	i	2	-2%	-6%	-29%	-24%	-1%
O=C(NC(=S)N1CCOCC1)C12CC3CCC(CC(C3)C1)C2	-2%	15	-7%	7	11%	-2%	-16%	?	-3%
COc1cc(/C=C(\C#N)C(=O)N2CCc3ccccc32)ccc1O	11%	-2	-21%	-7	1%	11%	-11%	?	-4%
COC(=O)c1cc2c(C(F)(F)F)nn(C)c2s1	1%	-3	-12%	-1	-4%	-1%	-5%	5%	8%
C=CCC(O)(CC=C)CNC(=O)C1CCC(=O)N(CCCc2ccccc2)C1 (stereo not drawn)	-3%	1	-8%	-3	-9%	2%	3%	-12%	11%
COc1ccccc1CNc1ccc(-c2nc(-c3ccncc3)no2)cc1[N+](=O)[O-]	nt	nt	-43%[inhibitor]	-17	nt	15%	3%	-18%	-34%
COc1ccc(CNC(=O)COC(=O)c2ccccc2OCC(=O)Nc2ccc(SC(F)F)cc2)cc1	11%	12	15%	6	-1%	44%[activator]	-10%	-2%	-2%
CCCCNC(=S)N(Cc1ccco1)Cc1cc2cc3c(cc2[nH]c1=O)OCCO3	1%	12	-8%	6	2%	1%	-6%	14%	12%
C=C(C1=CCN(S(=O)(=O)C(C)(C)C)[C@@H]1CCO)c1ccccc1	-1%	9	-14%	-4	3%	7.9µM*	2%	24%	0%
Cc1ccc(OCc2nnnn2-c2ccccc2)cc1	13%	1	-68%[inhibitor]	-6	3%	8%	-6%[1.53 µM]	29%	-27%

No new results follow: an excerpt of the list.
SMILES	GLP-1R agonist	DRD3 antagonist	PTHR1 ag	D3 ag	aSyn yeast inh	GLP-1R inv ag	GLP1R cytotox	TDP-43 yeast inh	KB-V1 cytotox
CCCCCCCCCCCCCCCC[N+](C)(C)Cc1ccc(F)cc1	0%	4	i	5	-60%[inhibitor]	-27%	-14%	-20%	7%
Cc1ccc(NC(=O)CSc2nc(=O)n(CCN3CCOCC3)c3c2CCCC3)cc1	-1%	16	i	3	-5%	4%	4%	15%	-29%
O=S(=O)(NCC(c1cccnc1)N1CCOCC1)c1cccs1 (stereo not drawn)	-4%	7	i	2	-2%	-6%	-29%	-24%	-1%

More structures follow:
SMILES	GLP-1R agonist	DRD3 antagonist	PTHR1 ag	D3 ag	aSyn yeast inh	GLP-1R inv ag	GLP1R cytotox	TDP-43 yeast inh	KB-V1 cytotox
O=C(Nc1ccc(F)cc1)N(Cc1cccs1)Cc1cc2cc3c(cc2[nH]c1=O)OCO3	-2%	34	-72%[inhibitor]	4	0%	1%	8%	0%	?
Cc1ccc(NCc2ccc(O)c3ncccc23)cc1C	4%	0	i	9	-2%	2%	-5%	-5%	4%
Cc1cc(=O)[nH]c(NN=C2CCCCC2C)n1 (stereo not drawn)	-1%	?	-22%	-6	-12%	-20%	-4%	0%	-14%
CC(C)(C)NC(=O)CN(C(=O)CSc1nnc(COc2ccccc2)o1)c1cccc(F)c1	1%	-13	i	1	5%	?	-17%	-8%	?
CC(=O)Nc1cc(N2C(=O)CCC2=O)ccc1Cl	-1%	25	i	-1	0%	2%	-2%	17%	-4%
Cc1ccc(S(=O)(=O)Nc2ccc(O)c3ncccc23)cc1	6%	-12	7%	0	?	?	?	28%	?
CC(Sc1nnc(-c2ccncc2)n1C)C(=O)NCC(=O)Nc1ccc(F)c(F)c1F (stereo not drawn)	9%	8	-17%	-1	-1%	28%	1%	0%	14%
O=C(CNS(=O)(=O)c1ccc([N+](=O)[O-])cc1)N/N=C/c1ccc(O)cc1O	-1%	11	-22%	7	-1%	?	12%	9%	-5%
Cc1cc(C)n(CCc2nc3c4ccccc4nc(N4CCN(c5ccccc5F)CC4)n3n2)n1	nt	nt	-9%	-4	nt	-4%	-1%	16%	?
CC1(C)NC(=O)N(CCOc2ccc([N+](=O)[O-])cc2)C1=O	0%	10	i	1	2%	-7%	5%	7%	-6%

Entries of single compounds as entered above:
Record of `O=C(CCCCn1c(=O)[nH]c2ccccc2c1=O)N1CCN(c2cccc(C(F)(F)F)c2)CC1` → GLP-1R agonist = -11%; DRD3 antagonist = 5; PTHR1 ag = -34%[inhibitor]; D3 ag = 8; aSyn yeast inh = 8%; GLP-1R inv ag = 10µM*; GLP1R cytotox = ?; TDP-43 yeast inh = 19%; KB-V1 cytotox = ?
Record of `O=C(CNS(=O)(=O)c1ccc([N+](=O)[O-])cc1)N/N=C/c1ccc(O)cc1O` → GLP-1R agonist = -1%; DRD3 antagonist = 11; PTHR1 ag = -22%; D3 ag = 7; aSyn yeast inh = -1%; GLP-1R inv ag = ?; GLP1R cytotox = 12%; TDP-43 yeast inh = 9%; KB-V1 cytotox = -5%
Record of `Nc1ccc(-c2nc3c(ccc4ccccc43)[nH]2)cc1` → GLP-1R agonist = 14%; DRD3 antagonist = 6; PTHR1 ag = -24%; D3 ag = -5; aSyn yeast inh = 1%; GLP-1R inv ag = ?; GLP1R cytotox = 22%; TDP-43 yeast inh = 11%; KB-V1 cytotox = 19%

The list is partial; rates above refer to the full screens.
